# Bioassay records from PubChem.
# Fibroblast inh – blocks proliferation of human lung fibroblasts | viability, % at 10 µM | AID 719 | actives 1.1% (n = 85,000) | LL 47 human lung fibroblast viability, ATP luminescence; stronger effect = lower value;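 active = viability at or below 50% in the single dose screen; inactive = viability above 50%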;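 note: compound exposure lasted 72 h before the ATP readout; 100% = median luminescence of untreated cell-only wells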
#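 Benchmarks: Cell-only wells, no compound | Test system: LL 47 human lung fibroblasts, passage 12 or lower | Input: 1,150 cells/well | Measured by: CellTiter-Glo luminescence measuring cellular ATP | Medium: IMEM, 15% FBS supplement | Schedule: Overnight attachment after seeding, then 72 h compound exposure at 37 °C | Doses: Compound addition at 0.1% DMSO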
# S1P2 ag – activates the human S1P2 receptor. O95136. S1P2-expressing cell line, agonist reporter read-out. activation, % at 4.5 µM. actives 0.46% (n = 97,000). AID 729; in the data active = activation above about 16%;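 note: 0% = vehicle low control and 100% = maximal reference agonist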
# Target sequence (O95136 whole entry, looked up): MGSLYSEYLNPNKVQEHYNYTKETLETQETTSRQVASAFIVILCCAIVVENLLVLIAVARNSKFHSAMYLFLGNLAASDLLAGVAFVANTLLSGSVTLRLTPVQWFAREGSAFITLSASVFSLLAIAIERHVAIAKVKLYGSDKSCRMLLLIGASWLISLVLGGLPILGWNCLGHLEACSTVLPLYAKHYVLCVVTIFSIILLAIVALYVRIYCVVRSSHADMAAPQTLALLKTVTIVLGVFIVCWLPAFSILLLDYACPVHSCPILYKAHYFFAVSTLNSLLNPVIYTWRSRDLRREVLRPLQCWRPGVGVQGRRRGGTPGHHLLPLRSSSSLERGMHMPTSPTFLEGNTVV
# HUVEC inhibit – blocks proliferation of human endothelial cells; HUVEC proliferation, CellTiter-Glo luminescence, 72 h; stronger effect = lower value; viability, % at 10 µM (by protocol); actives 1.1% (n = 86,000);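 active = viability at or below 30%; inactive = viability above 30%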;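 note: 100% = median luminescence of DMSO-only cell control wells on each plate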
# PostGolgi yeast – growth inhibition of a yeast mutant, post-Golgi transport screen | post-Golgi transport phenotypic cell assay | inhibition, % at 10 µM | actives 0.9% (n = 98,000) | AID 739;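 note: yeast cells grown in 1536-well plates; yeast grown about 18 h at 30C before absorbance read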
# DAT uptake mod – human DAT dopamine uptake with cocaine, either direction; LLC-PK1 hDAT cells, [14C]-dopamine uptake with cocaine IC80; actives deviate in either direction; Q01959; actives 1.3% (n = 110,000); B-score at 10 µM; AID 449768;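 active = Z score or B-score, a plate-position-corrected score, falls beyond the plate's 99.7% confidence bounds, in either direction; inactive = both scores lie inside the 99.7% bounds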;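 note: scored against the spread of the other compound wells on the same plate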
# Target sequence (Q01959 whole entry, looked up): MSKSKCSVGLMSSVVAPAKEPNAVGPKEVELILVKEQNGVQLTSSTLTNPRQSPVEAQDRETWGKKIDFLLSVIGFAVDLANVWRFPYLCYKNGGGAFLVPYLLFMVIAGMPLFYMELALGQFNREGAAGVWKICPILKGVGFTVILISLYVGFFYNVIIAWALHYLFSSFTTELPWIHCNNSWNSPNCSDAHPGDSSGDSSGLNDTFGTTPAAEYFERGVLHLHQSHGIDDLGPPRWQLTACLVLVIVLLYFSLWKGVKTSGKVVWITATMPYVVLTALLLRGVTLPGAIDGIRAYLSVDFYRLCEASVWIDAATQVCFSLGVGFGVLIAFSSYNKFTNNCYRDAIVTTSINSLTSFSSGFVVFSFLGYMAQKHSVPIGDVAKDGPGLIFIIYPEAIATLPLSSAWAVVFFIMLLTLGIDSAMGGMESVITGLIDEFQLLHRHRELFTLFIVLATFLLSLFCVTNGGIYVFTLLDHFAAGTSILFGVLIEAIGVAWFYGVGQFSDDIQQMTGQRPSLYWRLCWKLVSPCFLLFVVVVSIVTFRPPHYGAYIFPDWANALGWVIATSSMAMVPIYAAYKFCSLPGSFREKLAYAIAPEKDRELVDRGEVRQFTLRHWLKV
# PostGolgi ctrl – inhibits growth of the yeast control strain; efflux-deficient yeast background strain, growth absorbance A615, 16 h; inhibition, % at 10 µM; actives 5% (n = 98,000); AID 738
# E coli WT exp – growth inhibitors of E. coli BW25113 wild type; OD600 absorbance; growth inhibition, % at 100 µM; actives 0.15% (n = 98,000); AID 710;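 active = growth inhibition above about 50% at one test dose, limit read from the data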;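 note: growth measured after 20 h incubation at 37 °C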
# H69AR inhibit – blocks growth of human H69AR lung tumor cells; AID 598; viability, % at 10 µM; actives 6% (n = 85,000); H69AR lung tumor viability, ATP luminescence, 72 h; stronger effect = lower value;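 active = viability at or below 40%; inactive = viability above 40%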;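 note: multidrug resistant small cell line overexpressing MRP-1 efflux transporter; 100% = mean luminescence of untreated control wells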
# S1P2 antag – S1P2 (human) receptor antagonism; O95136; AID 736; cell-based S1P2 antagonist assay, inhibition at 5 uM; inhibition, % at 5 µM; actives 0.21% (n = 97,000); in the data active = inhibition above about 45%;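 note: CRE beta-lactamase reporter cells expressing human S1P2 stimulated with S1P; 0% = agonist at EC80 alone and 100% = agonist plus reference antagonist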
# * = called active by the depositor; . = not tested or not shown. Cut-off read from the data, not from the text of the source, unless noted: active = inhibition above about 30%; inactive = the rest.
SMILES,Fibroblast inh,S1P2 ag,HUVEC inhibit,PostGolgi yeast,DAT uptake mod,PostGolgi ctrl,E coli WT exp,H69AR inhibit,S1P2 antag
O=S(=O)(Nc1cnc2ccccc2c1)N1CCCCCC1,90.1,0.1,68.5,-5.2,0.831,-3.3,9.0,54.7,-11.1
Cc1cc(C=O)c(C)n1-c1ccc(N2CCCC2)c([N+](=O)[O-])c1,.,-6.3,.,0.8,-0.426,18.3,-6.0,.,-6.0
CCOC(=O)c1nnn(-c2nonc2OC)c1-c1ccccc1,103.8,.,90.5,-15.5,-0.323,19.0,-1.0,102.6,.
CC(C)Oc1ccc(CNCCC2(C(C)C)CCOC(C)(C)C2)cc1 (configuration not stated),96.7,-3.2,89.8,3.5,-1.11,10.8,14.0,42.1,-10.7
CC1CCCCN1C(=O)CSc1nc(N)cc(=O)[nH]1 (configuration not stated),.,-5.2,.,3.1,0.0855,30.0*,1.0,.,-4.9
COc1ccc(C(=O)n2nc(-c3ccco3)nc2N)cc1,91.3,-8.1,87.5,.,2.4,.,.,97.0,0.5
CCOC(=O)N1CCC(N(C(=O)Nc2ccccc2)C(C)CC)CC1 (configuration not stated),105.8,-4.2,89.0,3.0,0.192,0.7,8.0,88.4,-0.5
Brc1cccc(OCCOCCn2ccnc2)c1,101.7,0.9,96.5,21.9,-0.111,-4.5,5.0,100.7,17.3
Cc1cc(C)c2c(n1)nn1c(-n3ccnc3)cc(C)nc21,100.9,0.4,96.1,8.7,-0.062,8.7,8.0,74.5,-18.9
COc1ccc(-c2nn(-c3ccccc3)cc2/C=C2/SC(=S)N(Cc3ccco3)C2=O)c(C)c1,.,-2.9,.,-2.3,-0.167,-1.1,-25.0,.,-9.1
O=C(O)c1cc(S(=O)(=O)Nc2ccc3oc(=O)sc3c2)ccc1O,92.7,-2.1,85.2,-0.3,0.0652,3.0,-3.0,95.1,11.3
CCOC(=O)c1[nH]c(C)c(C(=O)Nc2cc(OC)ccc2OC)c1C,59.9,1.9,55.7,-0.2,.,-0.5,-2.0,27.8*,-28.6
CCCc1cc(=O)oc2c(CN3CCOCC3)c(O)ccc12,103.5,-4.5,98.8,-2.5,0.0494,17.5,8.0,86.5,-11.2
COc1ccc(CC(=O)N2CC(=O)N(CCc3ccccc3)C(=O)C2)cc1,92.9,-6.5,95.8,-1.1,-2.29,13.3,7.0,86.8,-2.3
c1ccc(-c2nc(NCc3cccnc3)c3ccccc3n2)cc1,.,-2.1,.,8.6,0.32,8.8,18.0,.,-6.3
COc1ccc(-n2c(Cc3cccn3C)nnc2SCC(=O)Nc2nc(C)cs2)cc1,102.6,.,91.1,-4.8,.,-5.0,-3.0,86.0,.
CCOC(=O)C1=C(O)/C(=C\c2ccc(CNC(=O)C(=O)Nc3ccc(C)c(C)c3)o2)N=C1C,90.7,-0.7,99.3,0.8,.,10.7,0.0,97.7,-7.5
O=C(CN1CCCCCC1)N1c2ccccc2Sc2ccc(C(F)(F)F)cc21,96.0,-1.8,108.2,.,-0.384,.,.,36.8*,-26.0
COC(=O)c1cccc(NC(=O)c2ccco2)c1,107.6,-4.4,94.8,.,1.13,.,.,107.7,2.4
O=C(Nc1nc(-c2ccccc2)cs1)C1CCCCN1S(=O)(=O)c1ccc(Cl)cc1 (configuration not stated),.,-2.8,.,2.8,-0.066,57.3*,-9.0,.,14.8
CCOc1cc(C2NC(=O)N(C)C(C)=C2C(=O)OC)cc(Br)c1O (configuration not stated),105.2,-2.4,89.9,-9.7,-1.04,5.3,-10.0,93.7,-11.1
O=P(O)(c1ccccc1)c1ccccc1O,102.7,-5.1,101.9,0.7,-1.49,27.7,-2.0,102.0,3.1
COC(=O)Cn1cc(C(=O)OC)cc(Br)c1=O,98.7,1.0,101.0,-4.5,-0.165,0.5,-1.0,88.1,17.2
CCn1cc(C(=O)NCc2ccc3c(c2)OCO3)c(=O)c2cc(S(=O)(=O)N3CCOCC3)ccc21,89.7,-12.0,86.6,-7.3,1.49,1.4,-19.0,56.5,3.1
C=CCn1c(SCC(=O)N2CCN(C(=O)c3ccco3)CC2)nc2sc(CC)cc2c1=O,94.0,12.0,90.6,2.9,1.86,-4.2,-5.0,58.1,-4.2

# 4 entries from above, arranged by count of non-hydrogen atoms, descending.
SMILES,Fibroblast inh,S1P2 ag,HUVEC inhibit,PostGolgi yeast,DAT uptake mod,PostGolgi ctrl,E coli WT exp,H69AR inhibit,S1P2 antag
COc1ccc(-c2nn(-c3ccccc3)cc2/C=C2/SC(=S)N(Cc3ccco3)C2=O)c(C)c1,.,-2.9,.,-2.3,-0.167,-1.1,-25.0,.,-9.1
CC(C)Oc1ccc(CNCCC2(C(C)C)CCOC(C)(C)C2)cc1 (configuration not stated),96.7,-3.2,89.8,3.5,-1.11,10.8,14.0,42.1,-10.7
COc1ccc(C(=O)n2nc(-c3ccco3)nc2N)cc1,91.3,-8.1,87.5,.,2.4,.,.,97.0,0.5
O=P(O)(c1ccccc1)c1ccccc1O,102.7,-5.1,101.9,0.7,-1.49,27.7,-2.0,102.0,3.1

# More records
SMILES,Fibroblast inh,S1P2 ag,HUVEC inhibit,PostGolgi yeast,DAT uptake mod,PostGolgi ctrl,E coli WT exp,H69AR inhibit,S1P2 antag
Cc1cc(NC(=O)CCCSc2nc(-c3ccco3)cc(C(F)(F)F)n2)n(-c2ccccc2)n1,95.5,-3.6,72.7,.,2.52,.,.,71.5,-3.1
CCOC(=O)C1=C(C)Nc2ccc(C)cc2S1,97.8,-5.5,80.1,-2.8,0.17,-1.3,-12.0,103.7,5.8
O=C(COc1ccc2ccccc2c1)N1CCN(C(=O)c2cccnc2)CC1,95.0,-3.2,95.4,1.1,0.369,14.9,0.0,85.6,-4.4
Nc1nc(CN2CCN(Cc3ccc4c(c3)OCO4)CC2)nc(Nc2ccccc2)n1,103.4,-6.0,109.1,-2.7,1.3,1.2,3.0,86.3,9.1
N#CN=C1CCCCCN1CC(N)=O,.,-4.7,91.5,8.8,-0.0969,20.8,0.0,93.6,13.8
O=C(Nc1ccccc1-c1nnc(SCc2ccccc2Cl)o1)c1ccccc1,.,-3.8,.,-5.0,-0.993,4.7,-15.0,.,-16.9
COc1ccc(CNC(=O)C2CSCCS2)cc1 (configuration not stated),104.3,-0.8,99.5,4.9,-0.053,19.4,4.0,79.7,18.7
O=S(=O)(NCCC1=CCCCC1)c1cccc(S(=O)(=O)N2CCOCC2)c1,92.7,-4.3,89.2,-11.4,0.601,18.0,-15.0,81.5,5.2
Cc1oc2c(c1C(=O)c1ccccc1)C(=O)C(=O)c1ccccc1-2,2.1*,-1.8,3.1*,27.2,-2.32,43.1*,5.0,1.4*,20.4
Cc1cc(C)cc(NS(=O)(=O)c2ccc3[nH]c(=O)[nH]c3c2)c1,97.9,-2.2,103.9,-13.2,0.496,1.4,4.0,88.6,11.1
CC(C)CNC(=O)c1cc(-c2ccco2)on1,101.4,-0.9,102.0,-1.8,0.14,4.9,10.0,89.7,2.6
CS(=O)(=O)N1CCN(c2ccc(NC(=O)C(c3ccccc3)c3ccccc3)cc2)CC1,94.5,-2.5,94.7,.,0.932,.,.,87.0,4.4
Cc1cc(S(=O)(=O)Nc2c(C)ccc3nsnc23)ccc1F,106.0,-9.6,95.2,27.0,0.025,15.1,-2.0,95.0,-3.0
CC1=C(C(=O)OC(C)C)C(c2cccnc2)C2=C(CCCC2=O)N1 (configuration not stated),110.8,0.1,97.2,-1.2,-0.0878,23.5,-5.0,92.2,-9.0
CCCc1ccc(Oc2c(-c3ccc(O)c(C)c3O)n[nH]c2C)cc1,95.8,.,23.9*,79.8*,0.493,65.2*,10.0,21.1*,.
CCCn1c(Nc2ccccc2C)nc2ccccc21,95.4,-2.7,94.8,.,-0.0153,.,.,88.9,13.3
COc1ccc(CC(=O)OCc2nnc(C3COc4ccccc4O3)o2)cc1OC (configuration not stated),97.8,-6.4,112.0,.,-0.136,.,.,104.3,-0.3
O=C(NCc1ccncc1)C1CCCCC1,98.8,-0.9,95.6,-2.9,-7.99*,7.8,7.0,106.9,1.4
O=C(NCCCN1CCCCC1)c1ccc2c(c1)NC(=O)C(N1CCCCC1)S2 (configuration not stated),89.6,-5.0,91.2,4.3,-0.255,1.4,7.0,84.2,12.2
COc1ccc(Sc2nnc(Cc3ccccc3)c3ccccc23)cc1,.,-8.3,.,-7.6,-0.00677,16.1,-7.0,.,16.6
COCCn1c(C)cc(C(=O)CSc2nnc(C)s2)c1C,101.6,.,92.9,-0.6,-0.735,0.1,0.0,101.3,.
COc1ccc2[nH]cc(C(=O)CN3CCN(C/C=C/c4ccccc4)CC3)c2c1,72.7,-4.9,48.5,-6.0,-0.0418,8.5,10.0,50.5,15.1
CCc1ccc(NC(=O)CSc2nc3cc(C(=O)OC)ccc3c(=O)n2Cc2ccco2)cc1,98.4,-3.5,97.5,-7.7,0.1,-1.8,-4.0,88.6,-17.7
CCn1c(SCC(=O)NCc2ccco2)nnc1-c1ccc(N)cc1,.,-11.3,.,-5.1,.,-10.1,16.0,.,27.0
COc1nc(OC)nc(N2CCC(C(=O)NCc3ccc(F)cc3)CC2)n1,.,-4.7,.,-1.4,-0.431,11.2,-3.0,.,16.7

# Part of the list above, reformatted:
molecule	Fibroblast inh	S1P2 ag	HUVEC inhibit	PostGolgi yeast	DAT uptake mod	PostGolgi ctrl	E coli WT exp	H69AR inhibit	S1P2 antag
CS(=O)(=O)N1CCN(c2ccc(NC(=O)C(c3ccccc3)c3ccccc3)cc2)CC1	94.5	-2.5	94.7	.	0.932	.	.	87.0	4.4
CC1=C(C(=O)OC(C)C)C(c2cccnc2)C2=C(CCCC2=O)N1 (configuration not stated)	110.8	0.1	97.2	-1.2	-0.0878	23.5	-5.0	92.2	-9.0
N#CN=C1CCCCCN1CC(N)=O	.	-4.7	91.5	8.8	-0.0969	20.8	0.0	93.6	13.8
Nc1nc(CN2CCN(Cc3ccc4c(c3)OCO4)CC2)nc(Nc2ccccc2)n1	103.4	-6.0	109.1	-2.7	1.3	1.2	3.0	86.3	9.1
CCn1c(SCC(=O)NCc2ccco2)nnc1-c1ccc(N)cc1	.	-11.3	.	-5.1	.	-10.1	16.0	.	27.0
Cc1oc2c(c1C(=O)c1ccccc1)C(=O)C(=O)c1ccccc1-2	2.1*	-1.8	3.1*	27.2	-2.32	43.1*	5.0	1.4*	20.4

# Compounds were not picked by outcome; any-hit rate near 11%.
